Assay outcomes (PubChem)
NR2E3 ag-1 – human photoreceptor-specific nuclear receptor agonism; Q9Y5X4; CHO-S Gal4-NCOR/VP16-NR2E3 two-hybrid, luciferase; inhibition of corepressor binding, % at 3.98 µM; actives 0.35% (n = 360,000); AID 602229;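 active = inhibition above the mean of all tested compounds plus 3 SD, cut at about 70% in these data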;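 also: 0% = DMSO with NR2E3 transfected cells and 100% = cells lacking NR2E3 construct; higher means lower luciferase signal from less NR2E3 corepressor binding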
Target sequence (Q9Y5X4 whole entry, looked up, the tested form may be a part): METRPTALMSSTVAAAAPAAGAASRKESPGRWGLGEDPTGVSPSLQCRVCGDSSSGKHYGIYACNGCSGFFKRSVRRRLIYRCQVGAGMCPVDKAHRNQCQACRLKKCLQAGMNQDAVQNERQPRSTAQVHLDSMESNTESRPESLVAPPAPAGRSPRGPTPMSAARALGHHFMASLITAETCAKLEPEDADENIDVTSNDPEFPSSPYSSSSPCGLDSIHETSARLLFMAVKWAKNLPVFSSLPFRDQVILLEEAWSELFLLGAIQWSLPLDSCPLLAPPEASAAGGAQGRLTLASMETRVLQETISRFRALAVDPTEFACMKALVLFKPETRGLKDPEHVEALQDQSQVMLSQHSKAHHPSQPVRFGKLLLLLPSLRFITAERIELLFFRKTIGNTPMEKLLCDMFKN
PDI turbidity – inhibitors of human protein disulfide isomerase. P07237. PDI insulin aggregation turbidity, A650, 90 min. inhibition, % at 10 µM. actives 0.052% (n = 350,000);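 active = mean inhibition across replicates of 30% or more, whatever share of single replicates reach that level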;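 also: absorbance from insulin aggregation driven by PDI reduction with DTT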
Target sequence (P07237 whole entry, looked up): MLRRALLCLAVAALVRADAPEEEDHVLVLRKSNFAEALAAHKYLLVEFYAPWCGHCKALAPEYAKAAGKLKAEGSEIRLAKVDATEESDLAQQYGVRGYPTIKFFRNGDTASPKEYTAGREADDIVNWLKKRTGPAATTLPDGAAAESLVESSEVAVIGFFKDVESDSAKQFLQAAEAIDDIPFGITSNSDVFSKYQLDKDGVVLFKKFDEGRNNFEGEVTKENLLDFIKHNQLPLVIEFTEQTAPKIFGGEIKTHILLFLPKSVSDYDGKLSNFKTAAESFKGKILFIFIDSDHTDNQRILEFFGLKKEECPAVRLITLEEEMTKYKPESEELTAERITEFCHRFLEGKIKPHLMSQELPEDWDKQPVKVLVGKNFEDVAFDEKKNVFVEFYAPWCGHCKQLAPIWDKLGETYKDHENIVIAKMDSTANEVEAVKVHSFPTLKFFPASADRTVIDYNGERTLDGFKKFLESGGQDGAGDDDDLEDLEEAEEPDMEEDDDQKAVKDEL
MITF TRPM1 inh – inhibitors of MITF-driven TRPM1 promoter in melanoma cells; SK-MEL-5 TRPM1 promoter luciferase, 24 h; inhibition, % at 12.5 µM; AID 488899; actives 0.83% (n = 330,000);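 active = mean inhibition across replicates of 60% or more, whatever share of single replicates reaches that level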; also: values of inactives mirror those of a sister screen read the other way
CF NFkB inh – inhibitors of cystic fibrosis induced NF-kB. KKLEB NF-kB-GFP reporter, PAF-induced, GFP fluorescence overnight. inhibition, % at 5 µM. actives 0.86% (n = 360,000);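 active = at least 50% inhibition at 5 µM, scaled per plate between neutral and stimulator controls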;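 also: PAF is a Pseudomonas aeruginosa culture filtrate used as stimulus; plate controls were PAF-stimulated DMSO wells for no effect and unstimulated DMSO wells for full effect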
Vif imaging – blocks HIV Vif function. actives 0.35% (n = 340,000). inhibition, % at 7.49 µM. HEK293T cells, Vif self-association by quenched fluorescence, imaging, 24 h. AID 602346; in the data active = inhibition above about 50%, passing the limit was not always enough; also: some results filed as inactive read as strong as hits
KKLEB cytotox – CF airway cell cytotoxicity counter-screen. activity change (cytotoxicity), % at 5 µM. AID 602141. KKLEB CF airway cells viability, ATPlite luminescence, overnight; hits give low values; cells stimulated with P. aeruginosa culture filtrate. actives 0.36% (n = 360,000);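 active = corrected activity change at or below -50% at 5 µM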
NR2E3 ag-2 – activates human photoreceptor nuclear receptor NR2E3; Q9Y5X4; GST-NR2E3/biotin-RetCOR TR-FRET, 1536-well; inhibition of corepressor binding, % at 4.78 µM; actives 0.12% (n = 320,000); AID 2300;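 active = percent inhibition above the cutoff of mean plus 3 SD of all tested compounds, set per screening campaign, cut at about 20% in these data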;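 also: 0% = DMSO wells and 100% = biotin wells as full block of FRET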
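Format: 1536-well format; test system: GST-NR2E3 and biotin-RetCOR proteins; read-out basis: percent inhibition of TR-FRET ratio; timing: 5 h incubation at 4 °C; detection: time-resolved FRET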
Peg3 promoter – Peg3 promoter activity inhibition; HeLa PEG-Prom luciferase reporter, luminescence, overnight; inhibition, % at 20 µM; actives 1.7% (n = 360,000);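 active = inhibition of at least 50% at 20 µM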
HIF-2a block – blocks HIF-2a reporter activity. actives 0.72% (n = 360,000). inhibition, % at 18.8 µM. AID 624352. 786-0 RCC cells HIF-2a reporter, luciferase luminescence, overnight;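 active = inhibition of the luminescence signal of 40% or more relative to plate controls, in a single-dose primary screen at 18.75 µM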
CaV13 FRET inh – Disruptors of the CACNA1D IQ motif to Ca2+-dependent inactivation inhibitor domain association, primary screening, Förster resonance energy transfer in intact living …; HEK cells, CFP/YFP FRET ICDI-IQ, plate reader, 10 min; percent FRET-ratio fall versus neutral wells; inhibition, % at 12.3 µM; actives 0.098% (n = 340,000); AID 743397;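 active = mean replicate inhibition of at least 30% and at least 1% of replicates passing that level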;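 also: 0% = median of the neutral control wells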
Shn3 3UTR inh – inhibitors of Schnurri-3 3'UTR reporter in osteoblasts | Clone20 osteoblast Shn3 3'UTR firefly luciferase, 24 h | inhibition, % at 12.5 µM | actives 0.52% (n = 360,000);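 active = mean inhibition of at least 75% with every replicate also reaching 75%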;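 also: 0% = median of neutral control wells and 100% = pilot-screen positive control compound; some compounds past the cut are filed as inactive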
Active calls of the source: *. Some of the compounds tested; the hit share may differ from the screen's.

Screening Cc1ccc(-c2cc(-c3ccc(C)cc3)[n+](-c3ccccc3)c(-c3ccc(C)cc3)c2)cc1 returned NR2E3 ag-1 100*, PDI turbidity 0, MITF TRPM1 inh 102*, CF NFkB inh 32, Vif imaging -3, KKLEB cytotox -40, NR2E3 ag-2 2, Peg3 promoter 80*, HIF-2a block 57* and Shn3 3UTR inh 94*.
For CNC(C)(C)Cc1ccccc1 the results were NR2E3 ag-1 -11, PDI turbidity 8, MITF TRPM1 inh 2, CF NFkB inh -17, Vif imaging -6, KKLEB cytotox 10, NR2E3 ag-2 2, Peg3 promoter 9, HIF-2a block -2, CaV13 FRET inh -5 and Shn3 3UTR inh -7.
`CN1CCC(C)(O)C2CCCCC21` (centres undefined) gave NR2E3 ag-1 1, PDI turbidity 0, MITF TRPM1 inh 1, CF NFkB inh 5, Vif imaging 3, KKLEB cytotox -9, NR2E3 ag-2 1, Peg3 promoter 12, HIF-2a block 3, CaV13 FRET inh 4 and Shn3 3UTR inh -19.
For O=C(Nc1ccc(F)cc1)OC1CN2CCC1CC2 (centres undefined) the results were NR2E3 ag-1 19, PDI turbidity 0, MITF TRPM1 inh -3, CF NFkB inh -5, Vif imaging 15, KKLEB cytotox 0, NR2E3 ag-2 2, Peg3 promoter -3, HIF-2a block 4, CaV13 FRET inh -4 and Shn3 3UTR inh 2.
Screening COc1ccc2c(CN3CC=C(c4ccccc4)CC3)cc(=O)oc2c1 returned NR2E3 ag-1 -7, PDI turbidity -2, MITF TRPM1 inh -7, CF NFkB inh -7, Vif imaging -3, KKLEB cytotox -7, NR2E3 ag-2 -3, Peg3 promoter -8, HIF-2a block -6, CaV13 FRET inh -2 and Shn3 3UTR inh -28.
Screening CC(C)OP(=O)(OC(C)C)C(O)c1ccccc1F (centres undefined) returned NR2E3 ag-1 8, PDI turbidity -3, MITF TRPM1 inh -4, CF NFkB inh 13, Vif imaging -7, KKLEB cytotox 7, NR2E3 ag-2 1, Peg3 promoter 2, HIF-2a block 14, CaV13 FRET inh -3 and Shn3 3UTR inh -5.
`O=C1Nc2ccccc2/C1=C/c1nc2ccccc2c(=O)n1-c1ccc(O)cc1` gave NR2E3 ag-1 -41, PDI turbidity 2, MITF TRPM1 inh 15, CF NFkB inh -14, Vif imaging -10, KKLEB cytotox -8, NR2E3 ag-2 1, Peg3 promoter 3, HIF-2a block 9, CaV13 FRET inh -1 and Shn3 3UTR inh 1.
COC(=O)C1=C(c2ccc(OC(F)(F)F)cc2)C[C@@H]2CC[C@H]1N2C(=O)NCCc1ccccc1 was read as NR2E3 ag-1 21, PDI turbidity -6, MITF TRPM1 inh -1, CF NFkB inh 22, Vif imaging 1, KKLEB cytotox -5, NR2E3 ag-2 4, Peg3 promoter -1, HIF-2a block 11, CaV13 FRET inh -5 and Shn3 3UTR inh 29.
Screening O=C(Nc1cccc(Br)c1)c1c(O)c2c(n(Cc3ccccc3)c1=O)CCCC2 returned NR2E3 ag-1 -8, PDI turbidity -4, CF NFkB inh -23, Vif imaging 6, KKLEB cytotox 5, NR2E3 ag-2 -4, Peg3 promoter -4, HIF-2a block 4 and CaV13 FRET inh -3.
For COC(=O)C1=C(c2ccc(F)cc2OCc2ccccc2)C[C@@H]2CC[C@H]1N2C(=O)NC1CCN(Cc2ccccc2)CC1 the results were NR2E3 ag-1 -5, PDI turbidity -4, MITF TRPM1 inh 5, CF NFkB inh 26, Vif imaging -3, KKLEB cytotox -15, NR2E3 ag-2 -1, Peg3 promoter 35, HIF-2a block 2, CaV13 FRET inh -10 and Shn3 3UTR inh -1.
`Oc1ccc(Cl)c(Cl)c1Cl` gave NR2E3 ag-1 -16, MITF TRPM1 inh -1, CF NFkB inh 2, Vif imaging -6, KKLEB cytotox -7, NR2E3 ag-2 2, Peg3 promoter -12, HIF-2a block 11 and Shn3 3UTR inh 6.
Screening COc1ccc(C(=O)C2CCCN(C3CSCCSC3)C2)cc1OC (centres undefined) returned NR2E3 ag-1 20, PDI turbidity -2, MITF TRPM1 inh -8, CF NFkB inh -11, Vif imaging -1, KKLEB cytotox 21, NR2E3 ag-2 0, Peg3 promoter 21, HIF-2a block 20, CaV13 FRET inh -6 and Shn3 3UTR inh 63.
Screening c1ccc2c(c1)Nc1ccccc1S2 returned NR2E3 ag-1 -16, PDI turbidity 1, MITF TRPM1 inh -3, CF NFkB inh -7, Vif imaging -1, KKLEB cytotox -10, NR2E3 ag-2 -1, Peg3 promoter -3, HIF-2a block -22 and Shn3 3UTR inh -5.
Screening Cc1ccc(NC(=O)CSc2nnc([C@@H](N)Cc3c[nH]c4ccccc34)o2)c(C)c1 returned NR2E3 ag-1 -10, PDI turbidity 13, MITF TRPM1 inh -5, CF NFkB inh 11, Vif imaging 3, KKLEB cytotox -3, NR2E3 ag-2 1, Peg3 promoter 7, HIF-2a block 11, CaV13 FRET inh -5 and Shn3 3UTR inh 10.
O=C1C=C2C=C[C@H]3C[C@]2(O1)[C@@H]1CCCCN13 was read as NR2E3 ag-1 -20, PDI turbidity 1, MITF TRPM1 inh 15, CF NFkB inh 14, Vif imaging -2, KKLEB cytotox 6, NR2E3 ag-2 2, Peg3 promoter -11, HIF-2a block -4, CaV13 FRET inh -10 and Shn3 3UTR inh -3.
For CC12CC[C@H]3[C@@H](CCC4(O)C[C@H](O)CCC34/C=N/NC(=O)c3ccccc3Cl)C1(O)CCC2C1=CC(=O)OC1 (some centres undefined) the results were NR2E3 ag-1 -4, PDI turbidity 12, MITF TRPM1 inh 25, CF NFkB inh -3, Vif imaging -8, KKLEB cytotox -2, NR2E3 ag-2 -2, Peg3 promoter 7, HIF-2a block 9, CaV13 FRET inh -2 and Shn3 3UTR inh -1.
Screening CCN(CC)c1ccc(N=Cc2c(O)n(-c3ccccc3C)c(=O)[nH]c2=O)cc1 returned NR2E3 ag-1 -15, PDI turbidity -4, MITF TRPM1 inh 8, CF NFkB inh 4, Vif imaging 0, KKLEB cytotox 4, NR2E3 ag-2 4, Peg3 promoter 5, HIF-2a block 11, CaV13 FRET inh -8 and Shn3 3UTR inh 10.
For C=CCn1c(O)c(C(C)=Nc2cccc(C(=O)O)c2)c(=O)[nH]c1=O the results were NR2E3 ag-1 -12, PDI turbidity -1, MITF TRPM1 inh 9, CF NFkB inh 19, Vif imaging -15, KKLEB cytotox -1, NR2E3 ag-2 1, Peg3 promoter -5, HIF-2a block 18, CaV13 FRET inh -15 and Shn3 3UTR inh -6.
Cc1sc2ncnc(N3CCC(C(=O)Nc4ccc(C#N)c(Cl)c4)CC3)c2c1C was read as NR2E3 ag-1 -7, PDI turbidity 2, MITF TRPM1 inh 3, CF NFkB inh -6, Vif imaging -5, KKLEB cytotox -7, NR2E3 ag-2 -2, Peg3 promoter 30, HIF-2a block 19, CaV13 FRET inh -3 and Shn3 3UTR inh 19.
CCCCCc1cc(O)c2c3c(c(=O)oc2c1)CN(C)CC3 was read as NR2E3 ag-1 -59, PDI turbidity -3, MITF TRPM1 inh -11, CF NFkB inh 19, Vif imaging 14, KKLEB cytotox -13, NR2E3 ag-2 -1, Peg3 promoter 16, HIF-2a block -48, CaV13 FRET inh -29 and Shn3 3UTR inh -4.
Screening OC(c1ccccc1)(c1ccccc1)C1CN2CCC1CC2 (centres undefined) returned NR2E3 ag-1 7, PDI turbidity -15, MITF TRPM1 inh 7, CF NFkB inh 12, Vif imaging 9, KKLEB cytotox -9, NR2E3 ag-2 3, Peg3 promoter 7, HIF-2a block 19, CaV13 FRET inh 0 and Shn3 3UTR inh 5.
`CCOC(=O)C1SC2(C(F)F)CC1(O)c1c(c(OC)c3occc3c1OC)O2` (centres undefined) gave NR2E3 ag-1 0, PDI turbidity 1, MITF TRPM1 inh -6, CF NFkB inh 1, Vif imaging 1, KKLEB cytotox -4, NR2E3 ag-2 -1, Peg3 promoter 16, HIF-2a block 16 and Shn3 3UTR inh -20.
Screening C/C(=N\Nc1cccc2ccccc12)c1c(O)n(Cc2ccccc2)c(=O)[nH]c1=O returned NR2E3 ag-1 -9, PDI turbidity -5, MITF TRPM1 inh 3, CF NFkB inh 14, Vif imaging -1, KKLEB cytotox -4, NR2E3 ag-2 -6, Peg3 promoter 14, HIF-2a block 3, CaV13 FRET inh -5 and Shn3 3UTR inh 25.
For O=C1/C(=C/c2cc([N+](=O)[O-])ccc2Cl)N2CCC1CC2 the results were NR2E3 ag-1 -15, PDI turbidity 5, MITF TRPM1 inh 12, CF NFkB inh 10, Vif imaging -4, KKLEB cytotox 10, NR2E3 ag-2 1, Peg3 promoter 21, HIF-2a block 9, CaV13 FRET inh -4 and Shn3 3UTR inh 1.
For O=[N+]([O-])c1ccc(N2CCCCCC2)c2nonc12 the results were NR2E3 ag-1 -12, PDI turbidity -5, MITF TRPM1 inh 15, CF NFkB inh -50, KKLEB cytotox 7, NR2E3 ag-2 -1, Peg3 promoter 34, HIF-2a block -21, CaV13 FRET inh -4 and Shn3 3UTR inh 11.
Screening COc1ccc(CNCCc2ccc3c(c2)OCO3)cc1Br returned NR2E3 ag-1 -13, PDI turbidity 5, MITF TRPM1 inh 12, CF NFkB inh 12, Vif imaging -6, KKLEB cytotox -10, NR2E3 ag-2 3, Peg3 promoter 2, HIF-2a block -3, CaV13 FRET inh -18 and Shn3 3UTR inh 16.
`O=C(CCN1CC=C(c2ccccc2)CC1)NCc1ccccc1` gave NR2E3 ag-1 -33, PDI turbidity -3, CF NFkB inh 3, Vif imaging -4, KKLEB cytotox 6, Peg3 promoter -5, HIF-2a block 1, CaV13 FRET inh -6 and Shn3 3UTR inh -4.
`CN1CN(c2cccc([N+](=O)[O-])c2)CN=C1N[N+](=O)[O-]` gave NR2E3 ag-1 6, PDI turbidity 3, MITF TRPM1 inh 8, CF NFkB inh 22, Vif imaging 9, KKLEB cytotox -4, NR2E3 ag-2 0, Peg3 promoter 5, HIF-2a block 6, CaV13 FRET inh 5 and Shn3 3UTR inh 9.
`CN1CCN(C(=O)COc2ccc(S(=O)(=O)NC3CCCCC3)cc2Cl)CC1` gave NR2E3 ag-1 -18, PDI turbidity -2, MITF TRPM1 inh 3, CF NFkB inh 12, Vif imaging 7, KKLEB cytotox 1, NR2E3 ag-2 -1, Peg3 promoter 18, HIF-2a block 10, CaV13 FRET inh -3 and Shn3 3UTR inh 12.
For c1cc2c(cc1-c1ccc3c(c1)OCO3)CNCc1cnnn1-2 the results were NR2E3 ag-1 -66, CF NFkB inh -49, Vif imaging -1, KKLEB cytotox 16, Peg3 promoter -205, HIF-2a block -252, CaV13 FRET inh -6 and Shn3 3UTR inh -27.
Screening C=C1[C@H]2C[C@H]3[C@H]4N5C[C@]6(C)CCC[C@]47[C@H]([C@H]2O)[C@]3(C[C@]5(O)[C@H]67)[C@@H]1O returned NR2E3 ag-1 -4, MITF TRPM1 inh 7, CF NFkB inh -5, Vif imaging 21, KKLEB cytotox -3, NR2E3 ag-2 0, Peg3 promoter 16, HIF-2a block 14 and Shn3 3UTR inh 1.
